trophozoite growth – anti-Giardia activity of synthetic compounds – Compounds Australia Scaffold Library subset, 24/48 h, primary screen (AID 1794835); 2,500 tested, 2% active; hits give high values; inhibition, % at 10 µM; in the data active means inhibition mostly above about 45%, no sharp cut-off; inactive means mostly below about 37%;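 further: 0% = parasite counts in DMSO vehicle wells; trophozoite growth inhibition read by imaging counts at 24 h; calls made by hand needing about 50% inhibition in two separate runs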
Numbers without * were called inactive; i = inactive. The list is partial (hit frequency here may not be typical).

Compound,trophozoite growth
Cc1nn(C)c(C)c1S(=O)(=O)N1CCCC(C(=O)NCCc2ccc(Cl)cc2)C1 (stereo unspecified),2.8
COc1ccc(-c2csc(C3=C(O)CN(CC(C)(C)CN(C)C)C3=N)n2)cc1OC,76.8*
CS(=O)(=O)c1ccc(-c2csc(-n3nccc3C(F)(F)F)n2)cc1,7.7
COc1ccc(S(=O)(=O)Nc2cc3c(cc2NCc2ccccc2)n(C)c(=O)n3C)cc1OC,14.1
O=C1c2cccc3cccc(c23)N1CN1CCC(c2nc3ccccc3o2)CC1,2.8
CSc1ccc(CCNC(=O)c2ccc3c(c2)nc2n3CCOC2)cc1,12.8
Cc1c(C(=O)N2CCCCC2)c(S(=O)(=O)NCCC2=CCCCC2)c(C)n1C,i
COc1cccc(C(=O)N2CCN(CC3CCCO3)CC2)c1 (stereo unspecified),i
Cc1ccc(N2CC(C(=O)N3CCCC3c3nc(-c4cccc(C)c4)no3)CC2=O)cc1 (stereo unspecified),i
Cc1ccc(-c2noc(-c3cccn4c(=O)n(CC(=O)Nc5cc(C)ccc5C)nc34)n2)cc1,23.0
Cc1c(C(=O)N2CCCC2C2CCCN2C)nnn1-c1ccccc1 (stereo unspecified),i
CCOC(=O)N1CCc2c(nc(-c3ccc(C)cc3)n(CC(=O)Nc3ccc(Cl)cc3)c2=O)C1,41.5
CCCNc1ncnc2c1cnn2-c1ccc(C)cc1,i
Cc1nc(-c2ccc(F)cc2)sc1-c1nc(C2CCOC2)no1 (stereo unspecified),i
CCCCCCn1c(N2CCOCC2)nc2c1c(=O)n(C)c(=O)n2C,i
Cc1ccc([N+](=O)[O-])cc1NC(=O)N1CCC(n2cncn2)CC1,i
COc1ccc(OC)c(C2CCCN2Cc2ccn(-c3ccccc3)n2)c1 (stereo unspecified),i
O=C(NCc1ccc2c(c1)CCN2C(=O)c1ccccc1)C1CCN(S(=O)(=O)N2CCCC2)CC1,7.9
COc1ccc(-c2nc(-c3ccc(OC)cc3)c(S(=O)(=O)CC(=O)Nc3ccc(F)cc3)[nH]2)cc1,12.5
Cc1cccc2c1NC1(CCN(S(=O)(=O)c3ccc(C(C)(C)C)cc3)CC1)NC2=O,13.3
COc1ccc(NC(=O)C2CCCN2C(=O)c2cn3ccc(C)cc3n2)cc1 (stereo unspecified),i
CC(=O)c1cccc(NS(=O)(=O)c2c(C)n[nH]c2C)c1,5.0
Cn1ncc2c(N3CCCCC3)nc(C(=O)N3CCN(Cc4ccccc4)CC3)nc21,0.9
Cc1ccc(CNC(=O)CN2C(=O)CCCc3ccccc32)o1,i
Cc1[nH]nc2ncc(C(=O)Nc3ccn(Cc4cccnc4)n3)cc12,i
COc1ccc(S(=O)(=O)N2CCN(c3cc(=O)n4nc(-c5ccccc5C)sc4n3)CC2)cc1,10.6
O=C(Cc1cn2ccsc2n1)N1C2CCC1CC(O)C2 (stereo unspecified),i
CCc1nc(Cn2c(-c3ccccc3C)noc2=O)no1,i
O=C(c1cc(C2CC2)nc2ccccc12)N1CC2CCC1C2 (stereo unspecified),18.4
CC(C1CC2CCC1C2)N1C(=O)NC(=O)C1=O (stereo unspecified),i
O=C(c1ccc2c(c1)n(Cc1ccccc1)c(=O)c1ccnn12)N1CCOCC1,4.0
Cc1ccc(CNC(=O)c2ccc(-n3cnc(NC(=O)C(C)C)c3)cc2)cc1,29.7
CCc1nc(-c2cc(S(=O)(=O)NCc3ccccc3)c(C)s2)no1,i
COc1ccc(CNC(=O)c2c(C)sc3cc(-c4ccccc4)oc23)cc1,29.4
CCc1nnc2n1CCN(C(=O)c1cc(Cl)c(Cl)n1C)C2,i
Cc1ccc(-c2nc(-c3ccccc3)[nH]c2S(=O)(=O)CC(=O)Nc2ccccc2)cc1,11.7
CCOC(=O)C1CCN(c2nn3nnnc3c3ccccc23)CC1,i
COc1ccc(CNS(=O)(=O)c2ccc3onc(C(=O)N4CCCCC4)c3c2)cc1OC,i
Cc1cnc(C(=O)N2CCC(c3ccccc3C)C2)cn1 (stereo unspecified),i
O=C(CCCc1cccs1)Nc1ccc(C2=CSC3=NCCCN23)cc1,i
CCN(CC)S(=O)(=O)c1ccc(Nc2ccn(CCc3ccccn3)n2)c([N+](=O)[O-])c1,25.2
CCc1nnc(-c2csc(S(=O)(=O)Nc3ccc(F)cc3C)c2)o1,i
CC(C)(C)c1nc(CN2CCC3(CC2)CC3c2nnc(-c3ccccc3)o2)no1 (stereo unspecified),i
Cn1cnnc1C1CCN(C(=O)Cc2ccc3c(c2)CCC3)CC1,i
Cc1c(C(=O)O)sc2ncnc(NC3CCCCCC3)c12,3.6

SMILES: Cc1nc(-c2cc(S(=O)(=O)N3CCCCCC3)c(C)s2)sc1C
  trophozoite growth: 11.8
SMILES: Cc1cc2n(CC(O)COc3ccccc3F)c(=O)c3ccccc3n2n1 (stereo unspecified)
  trophozoite growth: 17.7
SMILES: Cc1cc(C(=O)N2CCCN(Cc3cnn(C)c3)CC2)on1
  trophozoite growth: i
SMILES: CCc1noc(CN2CCC3(CC2)OCCO3)n1
  trophozoite growth: i
SMILES: CCCc1nc(Cn2cccc(C(F)(F)F)c2=O)no1
  trophozoite growth: i
SMILES: CCCCC(=O)N1CCCN(Cc2cn3cc(Cl)ccc3n2)CC1
  trophozoite growth: i
SMILES: CC(=O)Nc1ccc(C)cc1S(=O)(=O)N1CCc2c(c(-c3nnc(-c4ccccc4)o3)nn2C)C1
  trophozoite growth: i
SMILES: CC1(C(=O)NC2CCCC2)Cn2c(ccc2-c2ccco2)C(=O)N1c1cccc(F)c1 (stereo unspecified)
  trophozoite growth: 11.7
SMILES: O=C(Nc1ccccc1)N1CCCC1CN1CCCCC1 (stereo unspecified)
  trophozoite growth: 16.8
SMILES: COc1ccc(C2CC(c3ccccc3O)=NC3(CCN(C(C)C)CC3)N2)cc1OC (stereo unspecified)
  trophozoite growth: i

SMILES: Clc1ccc(Nc2nc3ccccc3n3nnnc23)cc1
  trophozoite growth: 4.0
SMILES: CCOC(=O)Cc1ccc(NC(=O)N2CCC3(CC2)N=C(c2ccc(F)cc2)C(=O)N3)cc1
  trophozoite growth: 14.3
SMILES: CN(C)c1ccc(C(F)(F)F)cc1NC(=O)N1C2CCC1CC(C)(O)C2 (stereo unspecified)
  trophozoite growth: i
SMILES: C=CCn1c(SCC(=O)N2CCCCC2)nc2scc(-c3ccco3)c2c1=O
  trophozoite growth: 5.6
SMILES: COc1ccccc1OC(C)C(=O)N1N=C2CCCCC2C1(O)C(F)(F)F (stereo unspecified)
  trophozoite growth: 13.1
SMILES: COc1cccc(-c2noc(-c3cc(N4CCN(C(C)=O)CC4)nc4ccccc34)n2)c1OC
  trophozoite growth: 7.7
SMILES: CCN(CC)C(=O)c1cc(-c2cccs2)nc2cc(C)c(C)cc12
  trophozoite growth: 16.9
SMILES: CCOC(=O)C1=C(CN2CCN(CCOc3ccc(OC)cc3)CC2)NC(=O)NC1
  trophozoite growth: i
SMILES: CCOc1ccc(-n2c(=O)c3sc4ncccc4c3n(CC(=O)NC3CCCCC3)c2=O)cc1
  trophozoite growth: 13.5
SMILES: C1CCC(Sc2nnc(N3CCOCC3)s2)C1
  trophozoite growth: i
SMILES: COc1cccc(-n2nnc3c(=O)n(CC(=O)N4CCCC4)cnc32)c1
  trophozoite growth: i
SMILES: CSc1ccc(CNC(=O)C2CCN(S(=O)(=O)c3ccc(-c4ccn[nH]4)o3)CC2)cc1
  trophozoite growth: 11.7
SMILES: CCN1CCN(CCCNc2nn3nnnc3c3ccccc23)CC1
  trophozoite growth: i

Looked up by compound from the entries so far, 5 records:
SMILES: CCOc1ccc(-n2c(=O)c3sc4ncccc4c3n(CC(=O)NC3CCCCC3)c2=O)cc1
  trophozoite growth: 13.5
SMILES: COc1cccc(-n2nnc3c(=O)n(CC(=O)N4CCCC4)cnc32)c1
  trophozoite growth: i
SMILES: CCOC(=O)Cc1ccc(NC(=O)N2CCC3(CC2)N=C(c2ccc(F)cc2)C(=O)N3)cc1
  trophozoite growth: 14.3
SMILES: COc1ccccc1OC(C)C(=O)N1N=C2CCCCC2C1(O)C(F)(F)F (stereo unspecified)
  trophozoite growth: 13.1
SMILES: COc1cccc(-c2noc(-c3cc(N4CCN(C(C)=O)CC4)nc4ccccc34)n2)c1OC
  trophozoite growth: 7.7

Molecules from the list above containing a carbonyl joined to an NH by a bond outside any ring, in the order listed:
SMILES: Cc1nn(C)c(C)c1S(=O)(=O)N1CCCC(C(=O)NCCc2ccc(Cl)cc2)C1 (stereo unspecified)
  trophozoite growth: 2.8
SMILES: CSc1ccc(CCNC(=O)c2ccc3c(c2)nc2n3CCOC2)cc1
  trophozoite growth: 12.8
SMILES: Cc1ccc(-c2noc(-c3cccn4c(=O)n(CC(=O)Nc5cc(C)ccc5C)nc34)n2)cc1
  trophozoite growth: 23.0
SMILES: CCOC(=O)N1CCc2c(nc(-c3ccc(C)cc3)n(CC(=O)Nc3ccc(Cl)cc3)c2=O)C1
  trophozoite growth: 41.5
SMILES: Cc1ccc([N+](=O)[O-])cc1NC(=O)N1CCC(n2cncn2)CC1
  trophozoite growth: i
SMILES: O=C(NCc1ccc2c(c1)CCN2C(=O)c1ccccc1)C1CCN(S(=O)(=O)N2CCCC2)CC1
  trophozoite growth: 7.9
SMILES: COc1ccc(-c2nc(-c3ccc(OC)cc3)c(S(=O)(=O)CC(=O)Nc3ccc(F)cc3)[nH]2)cc1
  trophozoite growth: 12.5
SMILES: COc1ccc(NC(=O)C2CCCN2C(=O)c2cn3ccc(C)cc3n2)cc1 (stereo unspecified)
  trophozoite growth: i
SMILES: Cc1ccc(CNC(=O)CN2C(=O)CCCc3ccccc32)o1
  trophozoite growth: i
SMILES: Cc1[nH]nc2ncc(C(=O)Nc3ccn(Cc4cccnc4)n3)cc12
  trophozoite growth: i
SMILES: Cc1ccc(CNC(=O)c2ccc(-n3cnc(NC(=O)C(C)C)c3)cc2)cc1
  trophozoite growth: 29.7
SMILES: COc1ccc(CNC(=O)c2c(C)sc3cc(-c4ccccc4)oc23)cc1
  trophozoite growth: 29.4

SMILES: Cc1ccc(-c2nc(-c3ccccc3)[nH]c2S(=O)(=O)CC(=O)Nc2ccccc2)cc1
  trophozoite growth: 11.7
SMILES: O=C(CCCc1cccs1)Nc1ccc(C2=CSC3=NCCCN23)cc1
  trophozoite growth: i
SMILES: CC(=O)Nc1ccc(C)cc1S(=O)(=O)N1CCc2c(c(-c3nnc(-c4ccccc4)o3)nn2C)C1
  trophozoite growth: i
SMILES: CC1(C(=O)NC2CCCC2)Cn2c(ccc2-c2ccco2)C(=O)N1c1cccc(F)c1 (stereo unspecified)
  trophozoite growth: 11.7
SMILES: O=C(Nc1ccccc1)N1CCCC1CN1CCCCC1 (stereo unspecified)
  trophozoite growth: 16.8
SMILES: CCOC(=O)Cc1ccc(NC(=O)N2CCC3(CC2)N=C(c2ccc(F)cc2)C(=O)N3)cc1
  trophozoite growth: 14.3
SMILES: CN(C)c1ccc(C(F)(F)F)cc1NC(=O)N1C2CCC1CC(C)(O)C2 (stereo unspecified)
  trophozoite growth: i
SMILES: CCOc1ccc(-n2c(=O)c3sc4ncccc4c3n(CC(=O)NC3CCCCC3)c2=O)cc1
  trophozoite growth: 13.5
SMILES: CSc1ccc(CNC(=O)C2CCN(S(=O)(=O)c3ccc(-c4ccn[nH]4)o3)CC2)cc1
  trophozoite growth: 11.7

Screens from PubChem.
